Screens from PubChem BioAssay.
Neddyl block: blocks human cullin neddylation | 360,000 compounds, 0.58% hits | TR-FRET cullin neddylation, biochemical | calls only at 25 µM | P61081+Q13564; in the data active = inhibition above about 36%
Target sequence (P61081 whole entry, looked up): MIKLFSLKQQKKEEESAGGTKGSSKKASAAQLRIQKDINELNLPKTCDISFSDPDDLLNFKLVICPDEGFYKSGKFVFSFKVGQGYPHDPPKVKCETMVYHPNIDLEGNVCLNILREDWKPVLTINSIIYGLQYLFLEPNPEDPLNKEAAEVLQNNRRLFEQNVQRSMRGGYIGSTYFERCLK
Target sequence (Q13564 whole entry, looked up): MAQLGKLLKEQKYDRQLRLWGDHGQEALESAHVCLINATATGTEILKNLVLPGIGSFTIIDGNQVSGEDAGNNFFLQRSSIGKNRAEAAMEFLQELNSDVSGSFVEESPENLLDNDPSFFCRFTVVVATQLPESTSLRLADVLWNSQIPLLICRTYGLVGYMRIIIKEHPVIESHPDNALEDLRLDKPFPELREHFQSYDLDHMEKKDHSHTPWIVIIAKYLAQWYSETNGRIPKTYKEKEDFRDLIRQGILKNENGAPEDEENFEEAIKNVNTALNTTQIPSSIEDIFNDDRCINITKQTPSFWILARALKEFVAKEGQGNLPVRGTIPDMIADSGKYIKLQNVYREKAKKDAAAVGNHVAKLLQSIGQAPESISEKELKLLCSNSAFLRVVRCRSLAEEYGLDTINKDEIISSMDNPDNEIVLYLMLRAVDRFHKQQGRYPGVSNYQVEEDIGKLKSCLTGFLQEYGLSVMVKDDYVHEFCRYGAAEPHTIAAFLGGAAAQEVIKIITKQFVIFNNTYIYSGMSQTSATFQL
MT1-MMP act inh: inhibitors of human MT1-MMP activation | P50281 | HT1080 RFP-PRO-GFP cells, GFP/RFP ratio fluorescence, overnight; percent of plate control window, DMSO zero | GFP/RFP ratio change, % at 20 µM | 360,000 compounds, 0.061% hits | AID 651647;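 active = GFP/RFP ratio change of at least 30% with cell ATP level not reduced by more than half and red fluorescence within 50% of control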; also: strong numbers were not always called active
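Assay system: HT1080 RFP-PRO-GFP cells | Dosing: 20 µM single dose, 1% DMSO | Incubation: Cells overnight before dosing, compound overnight, 37 °C, 5% CO2 | Evaluation: GFP/RFP fluorescence ratio | Control set: DMSO-only wells and HT1080 RFP-L50D-GFP cell wells as references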
NadD block: blocks S. aureus nicotinate mononucleotide adenylyltransferase. inhibition, % at 20 µM. purified NadD enzyme, colorimetric absorbance read-out. 360,000 compounds, 0.78% hits. AID 602399; in the data active = inhibition above about 26%; also: some compounds past the cut are filed as inactive
SKN-1 inh: C. elegans SKN-1 inhibition; 360,000 compounds, 0.49% hits; C. elegans VP596 Pgst-4::GFP/RFP ratio, acrylamide-induced, 24 h; AID 624304; inhibition, % at 21.8 µM;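 active = interference check ratio from 0.5 to 1.5 plus GFP to RFP signal ratio inhibition reaching or exceeding a fixed threshold, cut at about 30% in these data, passing the limit was not always enough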; also: some compounds called inactive have numbers as strong as hits
Rin1 Abl inh: human Rin1-Abl interaction inhibition; P00519+Q13671; AID 588664; 360,000 compounds, 0.4% hits; inhibition, % at 7.35 µM; TR-FRET Rin1/Abl binding, biochemical; in the data active = inhibition above about 5%, passing the limit was not always enough
FAS-TE inh: inhibitors of human fatty acid synthase thioesterase domain | 360,000 compounds, 0.67% hits | AID 602261 | recombinant FAS-TE, OMFH fluorogenic substrate, fluorescence endpoint | inhibition, % at 15 µM | P49327;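 active = compounds whose normalised, plate-corrected inhibition of enzyme fluorescence in the single-dose primary screen is 50% or more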;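 also: 0% = DMSO with enzyme and 100% = substrate without enzyme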
CSN inh: blocks human CSN-mediated cullin deneddylation; inhibition, % at 12.5 µM; 360,000 compounds, 0.38% hits; Q92905; Purified CSN, SCF-Nedd8-OG deneddylation, fluorescence polarization;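 active = pattern-corrected inhibition above about 35%, with an unprinted fluorescence ratio check between 0.5 and 1.5, limit read from the data, passing the limit was not always enough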;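 also: 0% = enzyme with substrate and 100% = substrate without enzyme; some results filed as inactive read as strong as hits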
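Material: human Csn5 produced in HEK293T cells; Input: enzyme 0.24 nM; Reagent: SCFSkp2-Nedd8OG substrate at 10 nM final; Dosing: 12.5 µM compound; Incubation: 90 min reaction at room temperature; Detection: fluorescence polarization of the substrate; Evaluation: % inhibition of substrate cleavage by Csn5; Control set: substrate-only high control, full reaction low control.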
MLLE-PAM2 inh: blocks PAM2 peptide binding to the PABP1 MLLE domain; GST-MLLE / FITC-PAM2 fluorescence polarization; AID 588489; 360,000 compounds, 0.36% hits; inhibition, % at 20 µM; in the data active = inhibition above about 35%, passing the limit was not always enough;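 also: plate controls were DMSO wells with GST-MLLE for no effect and wells lacking GST-MLLE protein for full effect; some results filed as inactive read as strong as hits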
Rpn11 inh: Rpn11 (human) deubiquitinase inhibition. O00487. human 26S proteasome, Ub4-pepOG fluorescence polarization; 20S core pre-blocked with epoxomicin. calls only at 20 µM. 360,000 compounds, 0.59% hits;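 active = inhibition at 20 µM, scaled to each plate's controls, above about 33%, limit read from the data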
Target sequence (O00487 whole entry, looked up): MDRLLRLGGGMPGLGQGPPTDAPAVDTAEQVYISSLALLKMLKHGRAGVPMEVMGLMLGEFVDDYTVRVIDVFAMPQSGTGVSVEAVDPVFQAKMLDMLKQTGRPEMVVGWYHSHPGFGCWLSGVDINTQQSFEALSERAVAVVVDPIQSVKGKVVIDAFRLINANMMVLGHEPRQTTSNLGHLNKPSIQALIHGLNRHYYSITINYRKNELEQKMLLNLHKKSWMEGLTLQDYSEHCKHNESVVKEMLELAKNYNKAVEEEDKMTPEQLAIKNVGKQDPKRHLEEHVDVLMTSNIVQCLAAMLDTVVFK
* hit, by the source's call; i = inactive; / = not tested or not shown; + = active, no number.

SMILES | Neddyl block | MT1-MMP act inh | NadD block | SKN-1 inh | Rin1 Abl inh | FAS-TE inh | CSN inh | MLLE-PAM2 inh | Rpn11 inh
CCCCOC(=O)Nc1ccccc1C(=O)OC | i | 7 | 6 | 18 | -2 | 7 | 1 | 8 | i
O=C1CC(N(Cc2cccs2)C(=O)Nc2ccccc2)C(=O)N1c1ccc(Cl)cc1 (stereo not drawn) | i | 5 | -9 | -2 | -5 | 11 | -10 | -6 | i
O=C1CCN(CCc2ccccc2)CCN1[C@H](CSc1ccc(Br)cc1)Cc1ccccc1 | i | -3 | 1 | 6 | 2 | 35 | -3 | -17 | i
C/C(=N\NC(=O)CSCc1ccc([N+](=O)[O-])cc1)c1ccccc1O | i | -1 | 2 | 6 | 0 | 20 | 5 | 0 | i
CCOc1cc(/C=N/O)cc(Cl)c1OC | i | 0 | -6 | 5 | -2 | -6 | -1 | 1 | i
Cc1ccc(Cl)cc1NC(=O)COC(=O)CC1CC2CCC1C2 (stereo not drawn) | i | -3 | -9 | -6 | 3 | 29 | 2 | 11 | i
CCn1ncc(C2=NOC(C(=O)Nc3ccccc3C(=O)OC)C2)c1C (stereo not drawn) | i | -10 | 0 | 5 | 5 | 0 | -1 | 10 | i
O=C(Cc1ccc([N+](=O)[O-])cc1)Nc1nccs1 | i | 1 | -5 | 10 | -4 | 0 | 3 | 7 | i
O=C(NC1=C(Nc2ccc(Cl)cc2)C(=O)c2ccccc2C1=O)c1ccccc1 | i | 12 | -3 | 14 | -10 | 17 | -7 | 21 | i
CCN(CC)S(=O)(=O)c1ccc(N2CCCCC2)c(NC(=O)/C=C/c2ccc(OC)c(OC)c2)c1 | i | -2 | 11 | 14 | -5 | 24 | -11 | -2 | i
COc1cc(/C=N/n2c(=S)[nH]nc(C)c2=O)cc([N+](=O)[O-])c1O | i | 6 | -3 | 0 | -2 | -2 | -1 | -33 | i
COc1ccc(-c2nn(-c3ccccc3)cc2C(=O)Nc2ccc(C(=O)O)cc2)cc1OC | i | -3 | -6 | 16 | -2 | -4 | 2 | 17 | i
O=C(CN1C(=O)C(=O)N(C2CCCC2)C1=O)Nc1ccc(N2CCOCC2)cc1 | i | 11 | -4 | -3 | 1 | -4 | 0 | -14 | i
COc1ccc(CCNC(=O)c2csc3c2CCCC3)cc1 | i | -1 | -6 | -2 | -6 | 6 | -7 | -11 | i
C/C(=N/NS(=O)(=O)c1ccc(C)cc1)c1ccc(NC(=O)C(F)(F)F)cc1 | i | 3 | -6 | 4 | 1 | 9 | -1 | -5 | i
CN(CC(=O)Nc1ccc(S(=O)(=O)N2CCCC2)cc1)Cc1ccc(Cl)cc1 | i | -4 | 1 | -1 | 0 | 29 | -5 | -18 | i
CCCOc1ccc(C(=O)Nn2c(C)nc3ccccc3c2=O)cc1 | i | 4 | 0 | 4 | 0 | -2 | 2 | -1 | i
Cc1ccc(S(=O)(=O)NC(=O)c2ccc(-c3ccc(C)c4ccccc34)o2)cc1 | / | -3 | 6 | 3 | -3 | 1 | 2 | 6 | i
CC(=NN(Cc1ccccc1)c1ccccc1)c1ccccc1 | i | 3 | 3 | -12 | -2 | 22 | 1 | 2 | i
Cc1ccc(NC(=O)c2sc(N)nc2-c2ccc([N+](=O)[O-])cc2)cc1C | i | 5 | 0 | 12 | 2 | -2 | 3 | 2 | i
COc1ccccc1NC(=O)Cc1coc2cc(C)ccc12 | i | 3 | -4 | 6 | -4 | 6 | 5 | -12 | i
Cc1cccc2cc(CN(Cc3ccc(F)cc3)Cc3nnnn3C3CCCC3)c(=O)[nH]c12 | i | -13 | 3 | 5 | 2 | -7 | 5 | -1 | i
Cc1nc2ncccn2c1-c1csc(Nc2cccc(C(=O)O)c2)n1 | i | 3 | 2 | -4 | 0 | -4 | 1 | 39 | i
COc1ccccc1CNC(=O)C1CCN(C(=O)N(C)C)CC1 | i | 1 | 1 | 35* | 2 | -6 | -1 | 5 | i
C[C@@H]1CN(C(=O)c2ccc(OC3CCN(S(=O)(=O)N(C)C)CC3)cc2)C[C@H](C)O1 | i | 1 | -4 | -16 | 2 | -2 | 2 | 14 | i
Cc1ccc(CNS(=O)(=O)c2c(C)[nH]c(C)c2C(=O)N2CCCCC2)cc1 | i | 1 | -2 | 3 | 7 | -7 | -2 | 12 | i
CCOC(=O)N1CCN(C2=C(NS(=O)(=O)c3ccc(Br)cc3)C(=O)c3ccccc3C2=O)CC1 | i | -2 | 2 | 1 | -3 | 7 | 11 | 12 | i
Cc1cccc(NC(=O)CCN2CCOCC2)c1 | i | -1 | -3 | 0 | 3 | -8 | -6 | 0 | i
COc1ccc(N2C(=O)CCC(C(=O)N3CCCCC3)C2c2ccc(F)cc2)cc1 (stereo not drawn) | i | 2 | 2 | 9 | -1 | -6 | 0 | 4 | i
O=C(NC(Cc1c[nH]c2ccccc12)c1nnc2n1CCCCC2)c1cccs1 (stereo not drawn) | i | 2 | 3 | 5 | 3 | -2 | -1 | -9 | i

SKN-1 inh, entries above that show a hit
Molecule	Neddyl block	MT1-MMP act inh	NadD block	SKN-1 inh	Rin1 Abl inh	CSN inh	MLLE-PAM2 inh	Rpn11 inh
COc1ccccc1CNC(=O)C1CCN(C(=O)N(C)C)CC1	i	1	1	35*	2	-1	5	i

Next part:
SMILES | Neddyl block | MT1-MMP act inh | NadD block | SKN-1 inh | Rin1 Abl inh | FAS-TE inh | CSN inh | MLLE-PAM2 inh | Rpn11 inh
CCCCOCCCNC(=O)C[C@@H]1C[C@@]2(C(=O)OC)CC(C)(C)CC=C2N(Cc2ccccc2)C1=O | i | 1 | / | 0 | / | / | 2 | / | /
COc1cccc(CN(C)C(=O)c2cccc(OC3CCN(C4CCCC4)CC3)c2)c1 | i | 2 | -6 | -3 | 6 | -6 | -2 | 2 | i
COC(=O)c1c(NC(=O)c2ccc(S(=O)(=O)N3CC(C)OC(C)C3)cc2)sc2c1CCN(C)C2 (stereo not drawn) | i | -4 | -5 | -3 | 5 | 2 | 94 | 6 | +
COc1ccc(NC(=S)NCCCN2CCCC2=O)c(OC)c1 | i | -1 | -2 | -6 | -1 | -10 | 7 | 8 | i
CCOC(=O)c1c(C)[nH]c(C(=O)/C(C#N)=C/c2ccc(OCC)cc2)c1C | i | -33 | 2 | 20 | 2 | -14 | 0 | -29 | i
COC(=O)Cn1c(=NC(=O)c2cc(-c3cccs3)nc3ccccc23)sc2cc(S(N)(=O)=O)ccc21 | i | -2 | 31* | -6 | 2 | 20 | 12 | -55 | /
COc1ccc(-c2ccnc3c(C#N)cnn23)cc1 | / | 2 | 2 | 2 | 2 | 3 | -1 | -9 | i
CCCN1CCC(=O)N([C@H](CO)c2ccccc2)CC1 | i | 0 | 1 | 1 | 2 | -6 | -6 | -14 | i
C=CCC(Nc1ccco1)c1ccccc1 (stereo not drawn) | i | -1 | -2 | -8 | -2 | 4 | 1 | 7 | i
O=C(O)c1cccc(Nc2ncnc3ccc(Br)cc23)c1 | i | -2 | -4 | -6 | 1 | -4 | 0 | 9 | i
Cc1cccc(N(CC(=O)Nc2ccc(F)cc2)S(C)(=O)=O)c1 | i | 7 | -2 | -10 | 0 | -8 | 2 | 5 | i
Nc1cc(=O)[nH]c(SCC(=O)Nc2ccc(N3CCCCC3)cc2)n1 | i | 8 | 2 | 23 | 2 | -8 | -3 | 5 | i
O=C(c1cccs1)N1CCN(c2ccccc2)CC1 | i | 0 | -2 | -2 | 4 | -5 | -3 | -5 | i
Cc1ccc(C(=O)NNC(=O)c2csc(N3CCOCC3)n2)s1 | i | 3 | -4 | 2 | -2 | -4 | -2 | -1 | i
CC1(Cc2ccccc2OC(F)(F)F)C(=O)Nc2ccc(OC(F)(F)F)cc21 (stereo not drawn) | i | 0 | -5 | 12 | 6 | 25 | 0 | 0 | i
CC(=O)C1CCCN(C(=O)c2ccc3oc(CCc4ccccc4)nc3c2)C1 (stereo not drawn) | i | -3 | -2 | -8 | -4 | 4 | -1 | -3 | i
CN(Cc1ccc(Cl)s1)C(=O)CN1C(=O)N(C)C2(CCCCC2)C1=O | i | -1 | -5 | -8 | 8 | 6 | -5 | 8 | i
O=C(O)CC1(CC(=O)NCc2ccc(F)cc2)CCCCC1 | i | 1 | -6 | -3 | 0 | -5 | -3 | -6 | i
COc1ccc(NC(=O)CN(C)C(=O)c2cn(-c3ccccc3)nc2-c2ccc(F)cc2)cc1 | i | -2 | 0 | -13 | 1 | 20 | -5 | 10 | i
c1cc(CNC2=NCCCCC2)ccn1 | i | 6 | -4 | 0 | -3 | -4 | 1 | -8 | i

Whole records as entered above. Order of values: Neddyl block, MT1-MMP act inh, NadD block, SKN-1 inh, Rin1 Abl inh, FAS-TE inh, CSN inh, MLLE-PAM2 inh, Rpn11 inh
Profile of `COc1ccc(NC(=O)CN(C)C(=O)c2cn(-c3ccccc3)nc2-c2ccc(F)cc2)cc1` → i, -2, 0, -13, 1, 20, -5, 10, i
Profile of `CC(=O)C1CCCN(C(=O)c2ccc3oc(CCc4ccccc4)nc3c2)C1` (stereo not drawn) → i, -3, -2, -8, -4, 4, -1, -3, i
Profile of `Cc1ccc(C(=O)NNC(=O)c2csc(N3CCOCC3)n2)s1` → i, 3, -4, 2, -2, -4, -2, -1, i

Next results follow.
SMILES | Neddyl block | MT1-MMP act inh | NadD block | SKN-1 inh | Rin1 Abl inh | FAS-TE inh | CSN inh | MLLE-PAM2 inh | Rpn11 inh
COC(=O)c1ccc(N2NC(=O)/C(=C/c3cc(OC)c(OC)c(OC)c3)C2=O)cc1 | i | -1 | 6 | 27 | 1 | 0 | 3 | 22 | i
CS(=O)(=O)c1ccc(NC(=O)C2CC(=O)N(c3ccc4c(c3)OCCO4)C2)cc1 (stereo not drawn) | i | 1 | 1 | 0 | 2 | -4 | 2 | 5 | i
Cc1ccc(/C(N)=N/OC(=O)c2cccs2)cc1 | i | 3 | -1 | 1 | 4 | -3 | 0 | 3 | i
CCOC(=O)N1CCN(C(=O)CS(=O)Cc2nc(-c3cccc(C)c3)oc2C)CC1 (stereo not drawn) | i | 2 | 0 | -1 | -1 | -6 | 2 | 13 | i
COCCNC(=O)C[C@@H]1C[C@H]2c3cc(NC(=O)Nc4ccc(F)cc4)ccc3O[C@H]2[C@H](CO)O1 | i | 1 | -1 | -6 | 0 | -10 | -4 | 1 | i
Cc1cc(=O)c(C(=O)Nc2cccc(C(=O)NC3CC3)c2)nn1-c1ccccc1Cl | i | 1 | 4 | -2 | 4 | -2 | 7 | -5 | i
CC(Oc1ccc(S(=O)(=O)N2CCCC2)cc1[N+](=O)[O-])C(=O)NC(C)c1ccccc1 (stereo not drawn) | i | -1 | -1 | 14 | 1 | 7 | 0 | -8 | i
COc1cc(C(=O)Nc2ccc3c(c2)ncn3C)cc(OC)c1OC | i | 3 | -2 | 7 | -2 | -4 | 4 | -5 | i
N#Cc1ccc(CSc2nnc(NC(=O)CN3C(=O)C4CC=CCC4C3=O)s2)cc1 (stereo not drawn) | i | 4 | 8 | 13 | 1 | -11 | 4 | -28 | i
CSc1ccc(/C=N/N2CCN(Cc3ccc(Cl)cc3)CC2)cc1 | i | 3 | 2 | 55* | 1 | 26 | 5 | -3 | i
N#C/C(=C\c1cccc(Cl)c1)C(=O)c1ccccc1 | i | 0 | 4 | 3 | 3 | -4 | -3 | 25 | i
CC(C)(C)[C@H]1C=C(C(=O)NCc2ccccc2)O[C@@H](OCCCCO)C1 | i | 3 | -1 | 8 | 0 | -7 | -3 | 10 | i
O=S1(=O)[C@H]2C[C@@H]3C=C[C@@]2(CN1Cc1cccc(Cl)c1)O3 | i | 3 | 0 | 22 | 2 | -6 | 3 | 0 | i
